HCMV inh: qHTS Assay for inhibitors of the human cytomegalovirus (HCMV) | activity change, negative = inhibition, % at 57.5 µM | HFF cells, HCMV-luciferase reporter, 72 h; stronger effect = lower value | hit rate 4.5% among 410,000; in the data active = activity change below about -60%; inconclusive = no clear call, values can overlap the other calls; inactive = above about -39%
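HFF cells seeded 16 h at 37C, treated with compounds, infected with luciferase-reporter HCMV at MOI 1 PFU/cell; luciferase read at 72 h post infection, normalized to buffer-only and Salinomycin controls.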
AmpC detergent: qHTS Inhibitors of AmpC Beta-Lactamase (assay with detergent) | hit rate 0.041% among 370,000 | AID 485294, 2010 | P00811 | AmpC hydrolysis of nitrocefin, absorbance 480 nm, 0.01% Triton | Potency, µM (doses to about 114 µM), without a hit: at the highest dose activity change, negative = inhibition, usual class: inhibitors;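 note: potency is the fitted concentration of half-maximal effect; 0% = no-compound wells and -100% = no-enzyme wells; nearly all actives have a fitted effect of over 25% in size; some results filed as inactive show a strong effect at the top dose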
Target sequence (P00811 whole entry, looked up): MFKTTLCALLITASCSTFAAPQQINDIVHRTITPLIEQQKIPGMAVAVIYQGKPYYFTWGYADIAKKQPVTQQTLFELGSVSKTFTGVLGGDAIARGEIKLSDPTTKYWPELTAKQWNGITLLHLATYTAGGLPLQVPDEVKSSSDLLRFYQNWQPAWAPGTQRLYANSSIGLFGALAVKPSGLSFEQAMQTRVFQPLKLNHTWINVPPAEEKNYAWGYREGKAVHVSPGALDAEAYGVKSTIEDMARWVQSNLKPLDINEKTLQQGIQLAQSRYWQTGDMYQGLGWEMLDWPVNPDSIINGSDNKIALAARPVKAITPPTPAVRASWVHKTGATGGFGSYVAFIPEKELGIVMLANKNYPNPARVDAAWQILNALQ
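20 mM phosphate pH 7.0 + 0.01% (detergent screen) or 0.0001% Triton X-100; 5.3 nM AmpC reagent; cpd preinc 15 min RT; nitrocefin (800 uM stock) to start; A480 q20 s × 4 min; Activity was normalised to no-enzyme and no-compound control wells.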
LmPK inhibitor: qHTS Assay for Inhibitors of Leishmania Mexicana Pyruvate Kinase (LmPK) | Potency, µM (doses to about 57.5 µM), for inactives: top-dose activity change, negative = inhibition, most hits filed as inhibitors | purified LmPK, Kinase-Glo ATP luminescence, 1 h | Q27686 | hit rate 0.37% among 290,000 | AID 1721, 2009; note: potency is the fitted concentration of half-maximal effect
Target sequence (Q27686 whole entry, looked up): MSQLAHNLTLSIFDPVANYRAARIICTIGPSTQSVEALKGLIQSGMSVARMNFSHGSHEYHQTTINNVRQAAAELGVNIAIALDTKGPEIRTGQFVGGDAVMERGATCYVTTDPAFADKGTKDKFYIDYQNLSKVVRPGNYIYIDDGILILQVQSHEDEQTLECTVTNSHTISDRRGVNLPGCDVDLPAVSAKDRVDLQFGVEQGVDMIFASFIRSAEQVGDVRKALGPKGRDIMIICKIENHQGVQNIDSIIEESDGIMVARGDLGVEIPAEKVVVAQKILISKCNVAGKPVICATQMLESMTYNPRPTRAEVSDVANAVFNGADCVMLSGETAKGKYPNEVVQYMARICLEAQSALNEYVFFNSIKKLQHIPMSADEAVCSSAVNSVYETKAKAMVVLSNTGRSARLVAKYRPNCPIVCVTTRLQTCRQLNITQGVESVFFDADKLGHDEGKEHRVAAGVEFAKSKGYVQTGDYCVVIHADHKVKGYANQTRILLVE
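Screened at intermediate enzyme activity to detect both inhibitors and activators: LmPK at 0.1 nM, with a 0.5 nM enzyme column as activation reference. PEP 0.5 mM, ADP 0.1 mM; ATP detected by luminescence after 1 h.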
AMA1-RON2 inh: qHTS for Inhibitors of AMA1-RON; Towards Development of Antimalarial Drug Lead: Primary Screen. Plasmodium falciparum AMA1 (3D7) - RON2 peptide interaction. AlphaScreen AMA1-biotinylated RON2 peptide binding. Potency, µM (top dose mostly 58.2 µM), inactives show at the highest dose activity change, negative = inhibition, usual class: inhibitors. hit rate 0.2% among 360,000. AID 720542, 2013;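 note: potency is the fitted concentration of half-maximal effect; 0% = vehicle wells and -100% = peptide control; nearly all actives have a fitted effect of over 45% in size; some results filed as inactive show a strong effect at the top dose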
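AMA1 (3D7) with his tag at 25 nM final met compounds first, then biotinylated RON2 peptide at 25 nM; detection used donor plus acceptor beads, 10 µg/mL apiece, read by AlphaScreen after 30 min at room temperature.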
AmpC inh no detg: qHTS Inhibitors of AmpC Beta-Lactamase (assay without detergent). hit rate 0.52% among 330,000. AmpC nitrocefin hydrolysis, absorbance 480 nm, 0.0001% Triton. AID 485341, 2010. Potency, µM (doses to about 57.1 µM), for inactives: top-dose activity change, negative = inhibition, actives largely listed as inhibitors;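 note: potency is the fitted concentration of half-maximal effect; plate controls were no compound for no effect and no enzyme for full effect; nearly all actives have a fitted effect of over 20% in size; some results filed as inactive show a strong effect at the top dose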
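AmpC (5.3 nM in the dispensed reagent) in 20 mM phosphate pH 7.0 with 0.01% (detergent screen) or 0.0001% Triton X-100 was preincubated with compounds for 15 min at room temperature. Nitrocefin was then added from an 800 uM solution, and hydrolysis was followed at 480 nm.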
Sm TGR block: qHTS Assay for the Inhibitors of Schistosoma Mansoni Peroxiredoxins; Schistosoma mansoni thioredoxin glutathione reductase (TGR), Q962Y6; purified TGR, DTNB reduction, TNB absorbance 405 nm; Potency, µM (titrated, usually from 114 µM), inactives show at the highest dose activity change, negative = inhibition, actives largely listed as inhibitors; hit rate 3% among 360,000; AID 485364, 2010; note: potency is the fitted concentration of half-maximal effect; nearly all actives have a fitted effect of over 60% in size
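First, TGR (20 nM dispensed) and NADPH were mixed with compound. Second, a 15 min room-temperature incubation followed. Third, further NADPH and then DTNB were added to start the reaction. Finally, TNB absorbance was monitored kinetically.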
Tb PYK inh: qHTS of Trypanosoma Brucei Inhibitors. pyruvate kinase (Trypanosoma brucei), Q57TT1. TbPYK enzyme, Kinase-Glo Plus ATP luminescence, 45 min. Potency, µM (highest dose often 76.8 µM), inactives show at the top dose activity, negative = inhibition, actives largely listed as inhibitors. hit rate 0.12% among 410,000; note: potency is the fitted concentration of half-maximal effect; nearly all actives have a fitted effect of over 50% in size
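T. brucei PYK with substrate was exposed to pin-transferred compounds across a concentration series, then started with 130 uM ADP (final). After 45 min at room temperature, Kinase-Glo Plus luminescence was read, normalized and curve-fitted.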
* = called active by the depositor; & = joins results of further samples; [ ] = another dose, or the depositor's remark. Unless noted, calls come from the whole dose curve; as a rule, active = well fitted curve in the direction sought with a large enough effect; inconclusive = small, poorly fitted or top-dose-only effect, or another doubt; inactive = no such curve, though single readings can be large; an effect the other way counts as inactive or inconclusive. Unless noted, % is set by controls: 0 for no effect and ±100 for the full control effect.

The first 2 compounds, ahead of the listing:
How did Cc1ccc(C)c(NC(=O)c2nc(S(C)(=O)=O)ncc2N(Cc2ccc(C(C)(C)C)cc2)Cc2ccco2)c1 do in these assays?
HCMV inh: 13.5; AmpC detergent: 12.2%; Sm TGR block: inconclusive; Tb PYK inh: 5.3%

Results for CCc1ccc(OCC(=O)Oc2ccc([N+](=O)[O-])cc2)cc1 ?
HCMV inh: 92.4; AmpC detergent: -9.1%; LmPK inhibitor: 3.9%; AMA1-RON2 inh: 37.7%[activator]; AmpC inh no detg: -6.2%; Sm TGR block: 3.5%; Tb PYK inh: 0.8%

Main list (from the top)
How did Cc1ccc(C)c(NC(=O)c2nc(S(C)(=O)=O)ncc2N(Cc2ccc(C(C)(C)C)cc2)Cc2ccco2)c1 do in these assays?
HCMV inh: 13.5; AmpC detergent: 12.2%; Sm TGR block: inconclusive; Tb PYK inh: 5.3%

Results for CCc1ccc(OCC(=O)Oc2ccc([N+](=O)[O-])cc2)cc1 ?
HCMV inh: 92.4; AmpC detergent: -9.1%; LmPK inhibitor: 3.9%; AMA1-RON2 inh: 37.7%[activator]; AmpC inh no detg: -6.2%; Sm TGR block: 3.5%; Tb PYK inh: 0.8%

What do the screens show for `COc1ccc(CNC(=O)C(=O)NC2CC(C)(C)NC(C)(C)C2)cc1`?
HCMV inh: 7.9; AmpC detergent: -9.5%; LmPK inhibitor: -0.3%; AMA1-RON2 inh: -0.1%; AmpC inh no detg: -0.1%[2.29 µM]; Sm TGR block: -5.9%; Tb PYK inh: -12.1%

How did CN1CCN(c2nc(C(N)=O)cc(-c3ccccc3)n2)CC1 do in these assays?
HCMV inh: 18.5; AmpC detergent: inconclusive; LmPK inhibitor: 0.8%; AMA1-RON2 inh: 2.9%; AmpC inh no detg: -4.0%; Sm TGR block: -1.3%; Tb PYK inh: -0.7%

Results for COc1cc(/C=C(\NC(=O)c2ccccc2)C(=O)Nc2cccc(O)c2)c([N+](=O)[O-])cc1OC ?
HCMV inh: -35.6; AmpC detergent: inconclusive; LmPK inhibitor: 4.0%; AMA1-RON2 inh: -3.5%; AmpC inh no detg: -15.9%; Sm TGR block: -26.0%; Tb PYK inh: 7.3%

Results for CCOc1ccc(-c2noc(CCC(=O)NCCc3ccccc3)n2)cc1OC ?
HCMV inh: 21.0; AmpC detergent: -0.8%; LmPK inhibitor: -4.3%; AMA1-RON2 inh: 8.4%; AmpC inh no detg: -17.7%; Sm TGR block: 5.3%; Tb PYK inh: -1.8%

How did COc1ccc2nc(NC(=O)CCN3C(=S)NC(C)(C)CC3C)sc2c1 (centres undefined) do in these assays?
HCMV inh: 31.1; AmpC detergent: -1.8%; LmPK inhibitor: 4.8%; AMA1-RON2 inh: 0.0%; AmpC inh no detg: -14.2%; Sm TGR block: 0.7%; Tb PYK inh: -1.8%

How did Cn1c(=O)c(=O)n(C)c2cc(S(=O)(=O)N3CCCC3C(=O)Nc3ccccc3F)ccc21 (centres undefined) do in these assays?
HCMV inh: 11.1&-18.2; AmpC detergent: 12.6%; LmPK inhibitor: 0.1%; AMA1-RON2 inh: 0.6%; AmpC inh no detg: -0.9%; Sm TGR block: 7.7%&4.0%; Tb PYK inh: 0.4%&0.4%

What do the screens show for `CCn1c2ccccc2c2cc(NC(=O)c3cccc([N+](=O)[O-])c3)ccc21`?
HCMV inh: 28.1; AmpC detergent: -9.4%; LmPK inhibitor: -2.9%; AMA1-RON2 inh: -15.5%; AmpC inh no detg: -4.7%; Sm TGR block: 8.7%; Tb PYK inh: 1.5%

What do the screens show for `Cc1cc(C)c(CN2CCC(n3nccc3NC(=O)C3CCOC3)CC2)cc1C` (centres undefined)?
HCMV inh: -25.6; AmpC detergent: 1.2%; LmPK inhibitor: -6.5%; AMA1-RON2 inh: -3.2%; AmpC inh no detg: -17.8%; Sm TGR block: 6.1%; Tb PYK inh: -7.6%

Results for CSc1ccc(CN2CCN(CCC(C)C)C(CCO)C2)cc1 (centres undefined) ?
HCMV inh: -38.6; AmpC detergent: -11.6%; LmPK inhibitor: 12.9%; AMA1-RON2 inh: -0.8%; AmpC inh no detg: -10.3%; Sm TGR block: 4.0%; Tb PYK inh: -0.2%

Results for c1cc(CNc2ccc(N3CCOCC3)cc2)ccn1 ?
HCMV inh: -23.4; AmpC detergent: -0.9%; LmPK inhibitor: -2.4%; AMA1-RON2 inh: -14.2%; AmpC inh no detg: 15.1%; Sm TGR block: -3.7%; Tb PYK inh: 4.2%

What do the screens show for `COc1ccccc1CC(=O)Nc1cccc2ccccc12`?
HCMV inh: 74.1; AmpC detergent: -2.0%; LmPK inhibitor: 2.8%; AMA1-RON2 inh: 14.0%; AmpC inh no detg: -24.7%; Sm TGR block: 92.8%[activator]; Tb PYK inh: -3.2%

What do the screens show for `CC1(C(=O)Nc2cccc3ncccc23)CCN1C(=O)CCc1ccccc1` (centres undefined)?
HCMV inh: -11.7; AMA1-RON2 inh: 10.6%; Tb PYK inh: 0.2%

Results for CCC(=O)Nc1nc(-c2ccc3c(c2)CC(C)N3S(C)(=O)=O)cs1 (centres undefined) ?
HCMV inh: -22.0; AmpC detergent: -7.0%; LmPK inhibitor: 1.2%; AMA1-RON2 inh: -17.1%; AmpC inh no detg: -6.5%; Sm TGR block: 0.3%[57.1 µM]; Tb PYK inh: -6.7%

Results for Cc1cc(C)c(C#N)c(N)n1 ?
HCMV inh: 2.4; AmpC detergent: -1.7%; LmPK inhibitor: 7.7%; AMA1-RON2 inh: 0.0%; AmpC inh no detg: -0.3%; Sm TGR block: -0.9%; Tb PYK inh: -0.1%

How did COc1ccccc1CCNC(=O)C(=O)NCC(c1cccnc1)N1CCN(c2ccccc2)CC1 (centres undefined) do in these assays?
HCMV inh: -32.9; AmpC detergent: -2.7%; Sm TGR block: -5.7%; Tb PYK inh: -0.2%

How did O=C(Nc1ccc(F)cc1)Nc1cccc(Br)c1 do in these assays?
HCMV inh: -87.6*; AMA1-RON2 inh: 0.0%; Tb PYK inh: 0.1%

Results for COCc1c(C(=O)N/N=C(\C)c2ccc(Cl)s2)nnn1-c1nonc1N ?
HCMV inh: 4.3; AmpC detergent: 9.9%; LmPK inhibitor: 9.2%; AMA1-RON2 inh: 9.4%; AmpC inh no detg: -12.4%; Sm TGR block: 10.4%; Tb PYK inh: 2.6%

How did C[C@H](CO)N1C[C@H](C)[C@@H](CN(C)Cc2ccc(-c3ccccc3)cc2)Oc2c(NS(=O)(=O)c3ccccc3)cccc2C1=O do in these assays?
HCMV inh: inconclusive; AMA1-RON2 inh: -2.2%; AmpC inh no detg: 211.9%[activator]; Tb PYK inh: -2.4%

What do the screens show for `Cc1nn(C)c(C)c1S(=O)(=O)N(CC(=O)Nc1ccc(F)cc1F)c1ccc(C(C)C)cc1`?
HCMV inh: -9.1; AmpC detergent: -9.3%; Sm TGR block: -16.3%; Tb PYK inh: 2.2%

What do the screens show for `Cc1ccccc1OCc1nnc(SCC(=O)Nc2ccc3c(c2)oc2ccccc23)n1C`?
HCMV inh: -1.2; AmpC detergent: inconclusive; LmPK inhibitor: 2.1%; AMA1-RON2 inh: 1.6%; AmpC inh no detg: -44.6%; Sm TGR block: -3.4%; Tb PYK inh: -6.5%

Results for COC(=O)c1ccc(CSc2nc3c([nH]c4ccccc43)c(=O)n2-c2cccc(Cl)c2)o1 ?
HCMV inh: 4.6; AmpC detergent: 0.6%; Sm TGR block: -2.1%; Tb PYK inh: -0.6%

Results for CCOC(=O)c1sc(NC(=O)Nc2ccccc2)cc1C ?
HCMV inh: -24.3; AmpC detergent: -1.4%; LmPK inhibitor: -11.0%; AMA1-RON2 inh: 9.4%; AmpC inh no detg: -38.9%; Sm TGR block: 2.4%; Tb PYK inh: -0.6%

Results for CCOC(=O)C1=C(C)NC(=O)NC1c1ccc(-c2ccc(Cl)cc2)o1 (centres undefined) ?
HCMV inh: 8.6; AmpC detergent: -7.5%; LmPK inhibitor: 1.9%; AMA1-RON2 inh: -4.1%; AmpC inh no detg: -24.0%; Tb PYK inh: 3.2%

How did COc1ccc(C2=C(C)C(N3CCN(C(=O)c4ccco4)CC3)=NS2(=O)=O)cc1 do in these assays?
HCMV inh: 22.2; AmpC detergent: -2.1%; LmPK inhibitor: -7.6%; AMA1-RON2 inh: -2.6%; AmpC inh no detg: -4.8%; Sm TGR block: -15.0%; Tb PYK inh: -0.3%

Results for O=C1NCCCCC1NC1CC(=O)N(c2ccccc2)C1=O (centres undefined) ?
HCMV inh: 1.7; AmpC detergent: -5.3%; LmPK inhibitor: -3.3%; AMA1-RON2 inh: 8.5%; AmpC inh no detg: -22.1%; Sm TGR block: -29.8%; Tb PYK inh: 1.9%

What do the screens show for `CC1=NN(c2ccccc2)C(=O)/C1=C/C=C/c1ccccc1`?
HCMV inh: -68.7*; AmpC detergent: -11.5%; LmPK inhibitor: -1.0%; AMA1-RON2 inh: 3.16µM*; AmpC inh no detg: -26.7%; Sm TGR block: -10.7%; Tb PYK inh: -7.7%

What do the screens show for `CCOc1ccc(CNCc2c(C(=O)O)c(C)n(Cc3ccc(F)cc3Cl)c2C)cc1`?
HCMV inh: -2.2; AmpC detergent: -6.2%; Sm TGR block: -14.0%; Tb PYK inh: -3.5%

How did O=C(Nc1ccc(N2CCN(Cc3ccccc3)CC2)cc1)c1cccnc1 do in these assays?
HCMV inh: -61.1*; AmpC detergent: 1.0%; LmPK inhibitor: 2.3%; AMA1-RON2 inh: -18.0%; AmpC inh no detg: -7.3%; Sm TGR block: -2.8%; Tb PYK inh: -2.6%

What do the screens show for `CN(C(=O)c1ccc(NC(=O)Cc2ccc(NC(=O)C3CCCN(C(=O)C4CCCC4)C3)cc2)cc1)C1CC1` (centres undefined)?
HCMV inh: 0.2; AmpC detergent: -0.7%; AMA1-RON2 inh: -1.8%; AmpC inh no detg: 58.8%; Sm TGR block: -9.4%; Tb PYK inh: 13.9%

Source: PubChem
